ATXN2 expr inh: reduces ATXN2 reporter expression in HEK-293 cells. HEK-293 ATXN2-luciferase reporter, luminescence, 24 h. Potency, µM (highest dose often 57 µM), without a hit: top-dose activity change, negative = inhibition, usual class: inhibitors. 360,000 compounds, 0.72% hits. AID 1745845; note: potency is the fitted concentration of half-maximal effect; % is set by controls: 0 for no effect and ±100 for the full control effect; nearly all actives have a fitted effect of over 55% in size
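qHTS (up to 57 uM final) was run with 24 h compound exposure of reporter cells at 37 °C. Each well was multiplexed: SteadyGlo luminescence measured ATXN2-luciferase expression after a fluorogenic Gly-Phe-AFC viability readout (25 uM final).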
KB-V1 cytotox: kills drug-selected multidrug resistant KB-V1 cells; Potency, µM (top dose mostly 46.1 µM), inactives show at the highest dose activity change, negative = cytotoxicity, hits mostly cytotoxic; 400,000 compounds, 3.4% hits; KB-V1 MDR cells viability, CellTiter-Glo, 72 h; note: potency is the fitted concentration of half-maximal effect; % is set by controls: 0 for no effect and ±100 for the full control effect; nearly all actives have a fitted effect of over 60% in size
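Following 72 h at 37 degrees C with compound, KB-V1 cell viability was read by CellTiter-Glo luminescence, medium being phenol-red-free DMEM plus 10% FBS; concentration-response parameters came from normalized, curve-fitted qHTS data.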
KB-3-1 cytotox: kills parental KB-3-1 adenocarcinoma cells; KB-3-1 viability, CellTiter-Glo ATP luminescence, 72 h; Potency, µM (top dose mostly 46.1 µM), for the others: top-dose activity change, negative = cytotoxic, most hits filed as cytotoxic; 400,000 compounds, 1.4% hits; AID 1347075; note: potency is the fitted concentration of half-maximal effect; % is set by controls: 0 for no effect and ±100 for the full control effect; nearly all actives have a fitted effect of over 60% in size
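KB-3-1 parental drug-naive adenocarcinoma cells in DMEM/10% FBS, incubated 72 h at 37 C with pin-transferred compounds across a concentration series. Viability by CellTiter-Glo luminescence; concentration-response curves fitted after normalization.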
MCF10A rerep: induces DNA re-replication in MCF 10a normal breast cells. 350,000 compounds, 2.9% hits. MCF 10A DNA re-replication, Hoechst nuclear intensity, 48 h. Potency, µM (highest dose often 46.1 µM), inactives show at the top dose activity, positive = re-replication, usual class: activators; note: potency is the fitted concentration of half-maximal effect; % of control where 0% means no effect; nearly all actives have a fitted effect of over 50% in size
WRN helicase inh: inhibitors of human WRN helicase. WRN helicase unwinding, fluorescent forked duplex, kinetic. Potency, µM (doses to about 114 µM), for inactives: at the highest dose activity change, negative = inhibition, most hits filed as inhibitors. 360,000 compounds, 0.46% hits. AID 651768; note: potency is the fitted concentration of half-maximal effect; % is set by controls: 0 for no effect and ±100 for the full control effect; nearly all actives have a fitted effect of over 55% in size
Target sequence (Q14191 whole entry, looked up): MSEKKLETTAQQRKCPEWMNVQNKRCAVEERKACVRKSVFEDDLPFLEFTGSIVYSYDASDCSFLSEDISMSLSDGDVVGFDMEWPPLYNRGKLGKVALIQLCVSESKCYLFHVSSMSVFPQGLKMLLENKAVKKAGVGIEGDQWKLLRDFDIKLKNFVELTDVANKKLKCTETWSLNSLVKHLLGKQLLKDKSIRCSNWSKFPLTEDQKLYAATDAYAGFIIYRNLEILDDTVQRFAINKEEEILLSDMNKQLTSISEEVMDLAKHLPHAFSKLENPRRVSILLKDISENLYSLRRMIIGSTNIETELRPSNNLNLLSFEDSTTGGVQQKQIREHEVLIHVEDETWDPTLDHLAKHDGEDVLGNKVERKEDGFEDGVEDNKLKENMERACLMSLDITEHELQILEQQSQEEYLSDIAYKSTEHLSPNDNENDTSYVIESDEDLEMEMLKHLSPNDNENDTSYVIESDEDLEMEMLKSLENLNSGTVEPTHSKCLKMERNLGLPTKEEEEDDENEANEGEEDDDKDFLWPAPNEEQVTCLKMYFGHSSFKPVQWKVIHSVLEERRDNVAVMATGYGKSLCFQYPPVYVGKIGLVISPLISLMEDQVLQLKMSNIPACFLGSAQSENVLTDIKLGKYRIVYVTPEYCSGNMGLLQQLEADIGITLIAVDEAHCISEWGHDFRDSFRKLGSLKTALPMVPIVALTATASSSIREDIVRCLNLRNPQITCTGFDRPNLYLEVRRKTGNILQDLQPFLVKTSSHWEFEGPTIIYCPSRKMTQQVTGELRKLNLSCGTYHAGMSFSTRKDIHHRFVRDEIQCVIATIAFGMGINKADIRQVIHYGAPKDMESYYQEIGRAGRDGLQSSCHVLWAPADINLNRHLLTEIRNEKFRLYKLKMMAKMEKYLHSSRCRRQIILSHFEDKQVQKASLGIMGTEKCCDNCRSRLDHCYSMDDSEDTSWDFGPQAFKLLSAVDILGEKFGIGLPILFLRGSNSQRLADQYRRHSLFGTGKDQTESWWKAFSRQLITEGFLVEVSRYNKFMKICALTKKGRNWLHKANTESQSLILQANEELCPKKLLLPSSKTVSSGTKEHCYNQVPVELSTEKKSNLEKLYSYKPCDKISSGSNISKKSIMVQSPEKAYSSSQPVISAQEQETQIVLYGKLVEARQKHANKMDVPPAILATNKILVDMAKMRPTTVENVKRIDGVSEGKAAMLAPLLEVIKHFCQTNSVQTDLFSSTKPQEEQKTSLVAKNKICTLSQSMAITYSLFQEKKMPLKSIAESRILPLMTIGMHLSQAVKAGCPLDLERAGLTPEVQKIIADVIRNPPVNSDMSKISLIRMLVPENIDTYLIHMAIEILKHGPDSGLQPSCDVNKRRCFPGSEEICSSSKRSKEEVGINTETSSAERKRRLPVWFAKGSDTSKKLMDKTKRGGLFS
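WRN at 20 nM final preincubated with compound 15 min at room temperature; reaction started with 100 nM fluorophore/quencher forked duplex oligonucleotide and 2 mM ATP final. Unwinding followed kinetically by red fluorescence (ex 525, em 598 nm).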
IL-1B inflam inh: blocks inflammasome-driven IL-1 beta release; THP-1 LPS/ATP IL-1B secretion, AlphaLISA, 16 h; hits give low values; AID 743279; 360,000 compounds, 4.7% hits; activity change, % at 57.5 µM; in the data active = activity change below about -50%; inconclusive = mostly about -30% to -49%; note: % is set by controls: 0 for no effect and ±100 for the full control effect
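THP-1 cells pretreated 1 hr with compounds (up to 57.5 uM final), then stimulated with LPS (250 ng/mL final) plus ATP (1.25 mM final); secreted IL-1B measured by AlphaLISA after 16 hr, decreased signal indicating inhibition.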
SW480 rereplic: DNA re-replication induction in SW480 cells. 340,000 compounds, 1.8% hits. SW480 DNA re-replication, Hoechst DNA content imaging, 48 h. Potency, µM (series often up to 46.1 µM), without a hit: at the top dose re-replication activation, usual class: activators; note: potency is the fitted concentration of half-maximal effect; % of control where 0% means no effect; nearly all actives have a fitted effect of over 55% in size
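Image-based read-out: total Hoechst fluorescence of nuclei (405 nm excitation, 500-530 nm emission), with hits raising the fraction of high-intensity nuclei. SW480 colon cells incubated 48 hr with compounds at 37 C.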
HT1080 IDH1KD tx: HT-1080 IDH1 knockdown cell toxicity (counter line) | AID 686971 | HT-1080 IDH1 knockdown viability, ATP luminescence, 48 h | Potency, µM (top dose mostly 46.1 µM), for the others: top-dose activity, negative = toxicity, hits mostly cytotoxic | 360,000 compounds, 2% hits;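 note: potency is the fitted concentration of half-maximal effect; 0% = DMSO wells and -100% = cell-free medium wells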
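Viability of IDH1-knockdown HT-1080 fibrosarcoma cells was assessed by CellTiter-Glo after 48 h at 37 °C with titrated compound; concentration-effect curves were classified by fit quality and response size.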
HT1080-NT tox: kills 2HG-producing HT-1080-NT fibrosarcoma cells | 360,000 compounds, 1.6% hits | AID 686970 | Potency, µM (doses to about 46.1 µM), inactives show at the highest dose activity, negative = less viability, actives largely listed as cytotoxic | HT-1080-NT fibrosarcoma viability, CellTiter-Glo ATP luminescence, 48 h;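 note: NT is the 2HG producing partner of a matched IDH1 knockdown line; potency is the fitted concentration of half-maximal effect; 0% = DMSO-treated cells and -100% = media-only wells without cells; nearly all actives have a fitted effect of over 55% in size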
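HT-1080-NT; 750 cells/well; 5% FBS RPMI; 48 h compound, 37 degrees C; CellTiter-Glo luminescence; curve fitting and curve-class assignment.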
Active calls of the source: *; u = inconclusive; x = no result given; & = joins results of further samples; ! = not confirmed by another sample; [ ] = another dose, or the depositor's remark. Unless noted, calls come from the whole dose curve; as a rule, active = well fitted curve in the direction sought with a large enough effect; inconclusive = small, poorly fitted or top-dose-only effect, or another doubt; inactive = no such curve, though single readings can be large; an effect the other way counts as inactive or inconclusive.

SMILES	ATXN2 expr inh	KB-V1 cytotox	KB-3-1 cytotox	MCF10A rerep	WRN helicase inh	IL-1B inflam inh	SW480 rereplic	HT1080 IDH1KD tx	HT1080-NT tox
CC(OC(=O)Cc1c(F)cccc1Cl)C(=O)NCCC1=CCCCC1 (configuration not stated)	-4.9%	u	1.3%	29.3%	-2.7%	11.7	2.8%	1.6%	-8.3%
Cc1cc(Cc2ccc(N)c(C)c2)ccc1N	12.6%	14.9%	15.8%	u	1.2%	-10.2	-2.2%	9.1%	6.9%
COC(=O)c1cccc(NS(C)(=O)=O)c1	0.6%	-1.8%	-2.2%	u	1.9%	x	15.6%	21.3%	11.6%
CN(c1ccc(C(=O)NCCSC(C)(C)C)cc1)S(C)(=O)=O	56.9%[activator]	u	-10.7%	3.0%	-3.8%	8.7	3.0%	-1.5%	0.8%
Cc1cc(C)n(C2CC(=O)N(c3ccc(Cl)c(Cl)c3)C2=O)n1 (configuration not stated)	1.6%	0.0%	15.0%	-1.0%	-0.8%	7.5	-0.6%	25.5%	12.9%
COc1cc(CNC(=O)c2cc(C(=O)NCc3cc(OC)cc(OC)c3)n(C)n2)cc(OC)c1	-5.5%	-4.4%	-3.5%	12.0%	-15.9%	0.3	3.4%	-3.3%	-5.9%
Cn1c(N=Cc2ccc([N+](=O)[O-])cc2)c(N)c(=O)n(C)c1=O	-0.8%	-6.0%	-1.3%	1.5%	u	13.9	-3.7%	-0.7%	-2.4%
CN(CC(=O)O/N=C(\N)c1ccc([N+](=O)[O-])cc1)S(=O)(=O)c1ccccc1	-21.0%	0.0%	0.0%	-6.7%	-3.7%	60.6	-1.8%	u	2.0%
CCCC1(C(=O)OC)NC(c2ccc(OC)c(OC)c2)C2C(=O)N(c3ccc4c(c3)OCO4)C(=O)C21 (configuration not stated)	-0.2%	u	-2.4%	u	-6.2%	11.6	-5.0%	3.0%	1.5%
O=C(c1cccc(Cl)c1)N1CCN(c2ccc3c(c2)C2CC3CCN2C(=O)OCc2ccccc2)CC1 (configuration not stated)	0.4%	16.4µM*	u	x	3.4%	-29.0	x	u	u
Cc1c(NC(=O)COc2cccc(F)c2)c(=O)n(-c2ccccc2)n1C	-9.5%	x	x	u	-23.4%	5.4	-12.3%	-12.7%	-3.8%
O=S(=O)(NCC(c1ccco1)N1CCCCC1)c1ccccc1C(F)(F)F (configuration not stated)	-16.0%	-13.8%	8.6%	3.2%	7.2%	0.0	-0.5%	-1.5%	-1.3%
COc1ccccc1NC(=O)CCC(=O)N1CC(C)Oc2ccc(C)cc21 (configuration not stated)	-33.9%&0.7%	-20.1%&4.3%	12.0%&-13.0%	11.6%	-2.1%	-12.1	-0.1%	-2.4%	-3.9%
CCN1CCCC1CNC(=O)C(=O)NC1CC1 (configuration not stated)	x	1.7%	3.8%	-7.2%	4.4%	0.0	-1.3%	15.0%	20.1%
Cc1ccc(NC(=O)CN(C)CC(=O)Nc2cccc(F)c2)cc1S(=O)(=O)N1CCCCCC1	-26.0%[11.3 µM]	u	u	u	-9.6%	-77.5*	-10.2%	u	u
COc1ccc(CCNC(=O)C(C)c2ccc([N+](=O)[O-])cc2)cc1 (configuration not stated)	-0.3%	u	-13.3%	3.5%	-1.3%	-9.3	1.9%	-21.0%	-1.2%
COc1ccccc1CNCc1cc(=O)oc2c(C)c(C)ccc12	-10.1%	u	-29.8%	u	-4.3%	25.8	u	u	u
CCn1c(SCC(=O)Nc2ccc(C(=O)OC)cc2)nnc1-c1cccs1	3.9%	u	0.7%	-0.9%	2.0%	31.0	-5.9%	13.7%	0.7%
O=C(Nc1ccc(Cl)cc1)Nc1nnc(-c2ccncc2)s1	u	2.59µM*!	u	u	-3.4%	u	-3.2%	11.4%	8.4%
COc1cccc(OCCc2c(C)n[nH]c2C)c1	-2.4%	20.6µM*	u	0.6%	-13.4%	-10.5	-6.5%	-0.9%	2.0%
Cc1ccc(-n2ncc3c2CCCC3NC(=O)c2csnn2)cc1C (configuration not stated)	-6.9%	2.4%	-4.1%	16.6%	-0.2%	-0.4	25.3%	-6.8%	0.8%
O=C(NNC1=NS(=O)(=O)c2ccccc21)c1ccc(Cl)cc1	x	-13.3%	1.8%	-2.0%	-5.2%	-17.1	-13.2%	1.5%	4.7%
Cc1ccc(Nc2nc(Cl)nc(NC(C)(C)C)n2)cc1	x	-25.6%	1.5%	-1.3%	-2.7%	-15.4	0.1%	-0.7%	-2.3%
CCOC(=O)N1N=C(c2ccc(C)cc2)CC1(O)C(F)(F)F (configuration not stated)	24.9%	-22.1%	4.8%	-12.3%	0.0%	8.8	-4.2%	12.3%	-1.2%
COc1ccc2[nH]c3nc(SCc4nnc(-c5ccccc5)o4)nnc3c2c1	-32.2%	-10.5%	0.2%	3.6%	-14.7%	13.0	18.5%	u	u
Cc1cccc(N2CCN(C(C(=O)NCc3ccccc3)c3ccc(F)cc3)CC2)c1C (configuration not stated)	x	u	u	x	-1.7%	13.3	x	u	u
CCCCn1c(-c2csc3ccccc23)n[nH]c1=S	12.5%	u	4.2%	3.4%	3.1%	-12.2	-10.2%	9.3%	14.1%
COc1ccc(/C=C/C(=O)OCc2cc(=O)n3c(n2)sc2ccccc23)cc1	-13.0%	-2.6%	2.5%	12.0%	-8.3%	16.4	1.7%	23.1%	6.6%
CC(C(=O)N1CCc2ccccc21)N1CCN(Cc2ccccc2)CC1 (configuration not stated)	x	11.2%	0.2%	-0.1%	-1.0%	-3.5	u	-0.4%	0.8%
CC1CCCCN1c1ncnc2ccccc12 (configuration not stated)	3.4%	u	u	-8.6%	-1.7%	-25.3	9.9%	1.4%	17.8µM*

Record cards, as listed above. Order of screens: ATXN2 expr inh, KB-V1 cytotox, KB-3-1 cytotox, MCF10A rerep, WRN helicase inh, IL-1B inflam inh, SW480 rereplic, HT1080 IDH1KD tx, HT1080-NT tox
Shown for CCN1CCCC1CNC(=O)C(=O)NC1CC1 (configuration not stated) = x, 1.7%, 3.8%, -7.2%, 4.4%, 0.0, -1.3%, 15.0%, 20.1%
Shown for O=C(c1cccc(Cl)c1)N1CCN(c2ccc3c(c2)C2CC3CCN2C(=O)OCc2ccccc2)CC1 (configuration not stated) = 0.4%, 16.4µM*, u, x, 3.4%, -29.0, x, u, u
Shown for Cc1c(NC(=O)COc2cccc(F)c2)c(=O)n(-c2ccccc2)n1C = -9.5%, x, x, u, -23.4%, 5.4, -12.3%, -12.7%, -3.8%
Shown for CCCCn1c(-c2csc3ccccc23)n[nH]c1=S = 12.5%, u, 4.2%, 3.4%, 3.1%, -12.2, -10.2%, 9.3%, 14.1%
Shown for O=C(NNC1=NS(=O)(=O)c2ccccc21)c1ccc(Cl)cc1 = x, -13.3%, 1.8%, -2.0%, -5.2%, -17.1, -13.2%, 1.5%, 4.7%

Remaining list, next part
SMILES	ATXN2 expr inh	KB-V1 cytotox	KB-3-1 cytotox	MCF10A rerep	WRN helicase inh	IL-1B inflam inh	SW480 rereplic	HT1080 IDH1KD tx	HT1080-NT tox
CCCS(=O)(=O)c1ccc(COC(=O)c2ccc(NC(C)=O)cc2)cc1	13.5%	1.4%	-2.1%	-29.9%	-0.5%	-22.8	u	-14.1%	-15.5%
C=CCOc1ccc(/C(CC)=N/O)cc1OC	13.8%	u	u	1.2%	2.5%	0.6	0.0%	14.8%	7.2%
C[C@@H]1CN([C@@H](C)CO)C(=O)CCCn2cc(nn2)CO[C@H]1CN(C)S(=O)(=O)c1ccc(Oc2ccccc2)nc1	3.3%	u	1.4%	x	-0.9%	0.0	x	11.9%	7.9%
COc1ccc(OC)c(NC(=O)[C@H]2CC=CC[C@H]2C(=O)O)c1	4.3%	13.6%	12.7%	18.4%	6.9%	10.4	0.0%	-7.9%	-0.1%
O=C(Nc1ccc(N2CCOCC2)c(Cl)c1)C1CCCCC1	36.5%[activator]	u	u	u	7.7%	-21.9	5.1%	4.1%	0.2%
CSc1nc(N)nc2c1ncn2CC(=O)N1CCN(c2ccccn2)CC1	-13.0%	u	2.5%	-7.7%	-7.9%	4.9	14.5%	13.3%	9.3%
Cc1ccc(CNC(=O)COC(=O)CN2C(=O)C3CC=CCC3C2=O)cc1 (configuration not stated)	-3.3%	10.8%	-9.4%	17.2%	1.4%	12.4	-2.8%	2.3%	8.2%
Cc1cccc(N(CC(=O)NCc2ccco2)C(=O)CCC(=O)Nc2ccccn2)c1C	-4.8%	u	16.5%	-6.1%	8.1%	-8.2	5.1%	-2.1%	-8.7%
O=C(CS(=O)(=O)c1ccccc1)Nc1ccc(N2CCOCC2)cc1	-11.9%	-7.5%	-5.3%	1.4%	-0.7%	-3.7	-9.1%	7.9%	2.9%
CCn1c(SCC(=O)Nc2cccc(NC(=O)c3cccs3)c2)nnc1-c1ccncc1	0.7%	-5.5%	13.4%	2.1%	u	-1.6	0.3%	-11.6%	-8.0%
CCN(CC)CCCn1c2c(c(SCC(=O)Nc3cc(C)cc(C)c3)nc1=O)CCC2	x	0.1%	-17.5%	x	1.9%	-57.4*	x	-23.8%	-16.4%
Cc1cc(C)c(C#N)c(Cl)n1	-3.2%	15.5%	9.9%	-3.0%	-7.1%[57.1 µM]	19.8	-0.8%	17.0%	18.3%
